# NR3A LBD binder – binders of NR3A ligand-binding domain, primary screen, biophysical, differential scanning fluorimetry, uHTS. Glutamate receptor ionotropic, NMDA 3A (GRIN3A) ligand-binding domain. actives 2.5% (n = 340,000). NR3A LBD differential scanning fluorimetry, Tm shift; 0% = protein alone, 100% = glycine-bound protein. Tm shift relative to glycine control, % at 25 µM. AID 1259313, 2017;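 active means melting temperature shift of at least 10% of the positive control shift, at one fixed dose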
# tim10-1 inh – growth inhibitors of tim10-1 mutant yeast, primary screen, luminescence, uHTS. AID 463190, 2010. inhibition, % at 20 µM. S. cerevisiae tim10-1 ts strain growth, BacTiter-Glo, 24 h. actives 2.2% (n = 330,000);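 active means inhibition of at least 40%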;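 further: mutant grown at 25 °C; 0% = DMSO wells with yeast and 100% = wells holding no yeast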
# APJ antagonist – antagonists of human apelin receptor APJ, primary screen, CHO-K1 cells, beta-arrestin complementation, luminescence | P35414 | inhibition, % at 20 µM | actives 0.32% (n = 330,000) | AID 2521, 2010;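 active means inhibition above about 40% at 20 µM, limit read from the data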;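 further: cells challenged with 10 nM apelin-13 agonist together with compound; plate controls were apelin-13 plus DMSO wells for no effect and DMSO wells lacking apelin-13 for full effect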
# Target sequence (P35414 whole entry, looked up): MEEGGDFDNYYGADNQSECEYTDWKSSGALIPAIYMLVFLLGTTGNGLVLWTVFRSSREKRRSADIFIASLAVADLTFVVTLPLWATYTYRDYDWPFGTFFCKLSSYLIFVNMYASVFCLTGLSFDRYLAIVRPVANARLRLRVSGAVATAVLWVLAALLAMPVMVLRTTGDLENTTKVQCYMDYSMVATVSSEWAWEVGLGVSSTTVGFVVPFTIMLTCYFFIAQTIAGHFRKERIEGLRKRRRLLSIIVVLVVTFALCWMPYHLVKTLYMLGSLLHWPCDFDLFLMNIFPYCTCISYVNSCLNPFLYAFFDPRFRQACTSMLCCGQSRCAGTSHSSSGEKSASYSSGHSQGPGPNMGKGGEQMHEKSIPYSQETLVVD
# beta cell repl – inducers of MIN6 beta-cell proliferation, primary screen, ATP luminescence, uHTS; MIN6 cells proliferation, ATPlite luminescence, 48 h; cells starved in 0.2% serum; 100% = growth in 10% serum; proliferation, % at 10 µM; actives 0.29% (n = 330,000); AID 2380, 2010;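 active means compounds whose signal lies at least 3.5 SD above the mean of all wells on their plate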;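 further: 0% = DMSO-treated cells in low-serum medium and 100% = 10% serum control; some compounds called inactive have numbers as strong as hits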
# NLRP3 yeast inh – NALP3 inflammasome inhibitors in reconstituted yeast, primary screen, luminescence, uHTS. Yeast reconstituted NLRP3/ASC/caspase-1, beta-gal luminescence, 24 h. inhibition, % at 10 µM. actives 0.39% (n = 330,000). AID 2825, 2010;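 active means inhibition of 50% or more; inactive means inhibition below 50%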;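 further: plate controls were induced DMSO wells for no effect and uninduced yeast grown without galactose for full effect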
# MPTP block – mitochondrial permeability transition pore inhibitors, primary screen, biochemical, isolated mouse mitochondria, absorbance | actives 1.4% (n = 360,000) | inhibition, % at 10 µM | AID 602449, 2012 | Ca2+ swelling absorbance, 30 min;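 active means inhibition of 50% or more, scaled per plate between neutral and stimulator controls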;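 further: 0% = DMSO wells given calcium and 100% = 1 mM EGTA wells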
# tim23-1 inh – growth inhibitors of tim23-1 mutant yeast, primary screen, luminescence, uHTS; S. cerevisiae tim23-1 growth, BacTiter-Glo luminescence, 24 h; inhibition, % at 20 µM; actives 1.3% (n = 330,000); AID 463212, 2010;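 active means growth inhibition of the mutant yeast at or above 50%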;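 further: temperature-sensitive mutant grown at 25 °C; plate controls were DMSO-treated mutant yeast for no effect and medium wells lacking yeast for full effect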
# TIM10 inh – growth inhibitors of isogenic TIM10 control yeast, primary screen, counter-screen for tim10-1 yeast inhibitor project, luminescence, uHTS; S. cerevisiae TIM10 strain growth, BacTiter-Glo luminescence, 24 h; inhibition, % at 10 µM; actives 1.4% (n = 330,000);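 active means inhibition of 40% or more at the single tested concentration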;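 further: wild-type TIM10 isogenic control strain grown at permissive 25 °C; 0% = DMSO yeast wells and 100% = minimal medium wells without yeast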
# APJ ag – agonists of human apelin receptor APJ, primary screen, CHO-K1 cells, PathHunter beta-arrestin, luminescence; AID 2520, 2010; P35414; activation, % at 20 µM; actives 0.11% (n = 330,000); 0% DMSO wells, 100% apelin;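 active means activation more than six SD over the plate average, tested at 20 µM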;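 further: 0% = DMSO alone and 100% = apelin-13 at 10 nM; some results filed as inactive read as strong as hits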
#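 Assay system – PathHunter CHO-K1 APJ (AGTRL-1) beta-arrestin reporter cells · Compound – one dose, 20 µM compound, 1% DMSO · Timing – compound 90 min 25 °C, reagent 1 h · Measured by – luminescence from split beta-galactosidase complementation, Galacton Star/Emerald II substrate · Measure – beta-arrestin recruitment to APJ as agonist activity, luminescent signal · Benchmarks – DMSO vs Apelin-13 10 nM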
# * = called active by the depositor; . = no result given.
No.	molecule	APJ antagonist	TIM10 inh	tim23-1 inh	NR3A LBD binder	MPTP block	tim10-1 inh	APJ ag	NLRP3 yeast inh	beta cell repl
1	Cc1cc(O)c(/C=N/Nc2ccccc2)c(=O)o1	-32	-34	25	1	-2.0	20	0	10	-1
2	Cc1ccccc1C(=O)N(CC(=O)Nc1sc(C)c(C)c1C(N)=O)C1CCCC1	15	6	20	-3	-1.7	10	-1	15	0
3	CCOC(=O)c1ccc(NC(=O)COC(=O)Cc2csc(-c3ccccc3)n2)cc1	-7	13	31	3	0.4	30	-1	13	0
4	N#CC1=C(N)OC2=C(C(=O)CCC2)C1c1cc2c(cc1Cl)OCO2 (stereo unspecified)	-12	8	3	-1	0.5	8	-2	10	-2
5	CCOc1ccc(OCCC(=O)N(CC)CC(=O)NCc2ccc(Cl)cc2)cc1	3	7	8	-1	0.1	13	-4	10	-3
6	CN(C(=O)COc1ncnc2sccc12)c1ccccc1	-8	9	4	1	-1.8	5	-2	6	0
7	NC(=O)C1(N2CCCCC2)CCN(S(=O)(=O)c2ccc(Cl)s2)CC1	11	6	14	-2	0.7	13	-1	18	-2
8	CC(Oc1ccc(Cl)cc1)C(=O)Nc1ncccn1 (stereo unspecified)	9	12	7	1	-0.8	26	-5	6	-2
9	CC(=O)Nc1ccc(S(=O)(=O)N2CCC(NC(C)=O)(c3cccc(F)c3)CC2)cc1	-3	12	21	-2	0.9	-9	1	13	0
10	Cc1cccc(OCc2ccc(C(=O)Nc3ccc(F)cc3)cc2)c1	0	-1	4	13*	0.9	4	-8	4	0
11	COc1cc(Cl)c(C)cc1NC(=O)Cn1c(NCCO)nc2ccccc21	0	-2	-2	-3	1.5	8	-5	11	-3
12	COc1ccc(NC(=O)c2ccc3c(=O)n(-c4ccc(OC)cc4OC)c(=S)[nH]c3c2)c(OC)c1	6	6	12	0	1.6	10	-1	7	0
13	FC(F)(F)c1ccc(Oc2ccc3c(C(F)(F)F)cc(C(F)(F)F)nc3n2)cc1	8	-4	-2	-2	2.5	16	-3	1	0
14	COc1cc(/C=N/NC(=O)c2ccncc2)ccc1OC(=O)c1ccccc1Cl	-8	22	-7	1	0.8	27	2	4	-3
15	CC1CCCN(C(=O)COC(=O)COc2ccc(Cl)cc2)C1 (stereo unspecified)	14	-17	13	0	-1.4	-2	1	4	-3

# Looked up by compound from the entries so far:
No.	molecule	APJ antagonist	TIM10 inh	tim23-1 inh	NR3A LBD binder	MPTP block	tim10-1 inh	APJ ag	NLRP3 yeast inh	beta cell repl
9	CC(=O)Nc1ccc(S(=O)(=O)N2CCC(NC(C)=O)(c3cccc(F)c3)CC2)cc1	-3	12	21	-2	0.9	-9	1	13	0
8	CC(Oc1ccc(Cl)cc1)C(=O)Nc1ncccn1 (stereo unspecified)	9	12	7	1	-0.8	26	-5	6	-2

# Continuation.
No.	molecule	APJ antagonist	TIM10 inh	tim23-1 inh	NR3A LBD binder	MPTP block	tim10-1 inh	APJ ag	NLRP3 yeast inh	beta cell repl
16	Cc1cc(-n2cccn2)ccc1CN1CCN(C2CCCC2)C(CCO)C1 (stereo unspecified)	-11	-4	5	0	1.4	9	1	5	0
17	Fc1ccc(CN2C3=NCCCN3c3ccccc32)cc1	12	-2	-2	2	1.2	-13	-2	11	2
18	Cc1ccc(OCCc2csc(N)n2)cc1	-17	7	7	1	0.0	12	-4	10	-4
19	O=C(COC(=O)c1cccs1)NCCC1=CCCCC1	4	10	12	-5	0.2	27	-2	27	2
20	Cc1ccc(Cn2nnnc2CN2CCC(O)(c3ccc(F)cc3)CC2)cc1	-22	-24	1	-3	-0.1	15	0	15	-3
21	O=[N+]([O-])c1ccc(N2CCN(S(=O)(=O)c3ccccc3)CC2)cc1NCc1ccco1	16	7	-2	.	.	4	-3	8	1
22	COc1ccc(C)cc1NS(=O)(=O)c1ccc2c(c1)N(C)CCO2	10	21	40	18*	0.2	17	3	-9	0
23	CCOc1ccc(CSCCNC(=S)Nc2ccc(OC)cc2)cc1	-8	5	19	8	17	15	5	68*	-3
24	CCCC(=O)Nc1nnc(S(=O)(=O)N(CC)c2ccc(OC)cc2)s1	-18	-2	-2	-3	-1.2	-15	-3	10	-1
25	CC1(C)CC2CC(C)(CN2C(=O)c2cc(-c3ccc(O)cc3)on2)C1 (stereo unspecified)	17	-6	53*	-7	2.0	-36	1	12	0
26	Oc1ccc(-n2cnnn2)cc1	17	3	13	1	-1.1	6	0	4	-2
27	CCCNc1nc(Cl)nc(Nc2ccc(Cl)cc2)n1	3	5	6	-8	0.4	8	2	12	-3
28	COc1ccc(C(=O)NNC(=O)C(=O)Nc2ccc(C)cc2)cc1	-5	-8	-4	-6	0.7	-18	1	15	-1
29	CCc1nnc(NC(=O)CSc2nc3c(cc2C#N)CCC3)s1	13	-9	94*	0	-3.9	6	0	15	-3
30	CCN(CC)S(=O)(=O)c1cc(C(=O)O)ccc1Cl	10	5	0	0	-0.2	11	-5	6	3
31	Cc1cccc(C2c3[nH]c4ccccc4c3CCN2C(=O)c2cc(-c3cccn3C)n[nH]2)n1 (stereo unspecified)	7	15	32	-2	-1.4	44*	-1	-11	-5
32	CCCOc1ccc(N2C(=O)CC(N(CCc3ccc(OC)cc3)C(=O)/C=C/C(=O)O)C2=O)cc1 (stereo unspecified)	15	7	12	-1	-1.2	16	0	30	-3
33	COc1ccc(CNC(=O)CCSCc2cccc(F)c2)cc1	-33	-6	27	0	-0.1	20	-2	36	-2
34	CN(C)S(=O)(=O)c1ccc(Cl)c(C(=O)OCC(=O)NNC(=O)c2cccs2)c1	-4	1	12	-2	-0.4	10	-1	3	9
35	O=C(CC1C(=O)NCCN1Cc1cccc(C(F)(F)F)c1)NC1CCCCCC1 (stereo unspecified)	-2	4	18	-1	-0.5	13	-6	13	-2
36	CCn1c(CSc2nc3ccccc3s2)nnc1SCC(=O)c1ccc(Cl)cc1	-9	6	11	-2	1.9	21	-3	32	-3
37	O=C(/C=C/c1ccccc1Cl)NCCN1CCOCC1	-7	-7	11	-5	-2.0	0	3	0	0
38	COc1ccc(C)cc1NC(=O)C1CCCN(S(=O)(=O)c2cccc3nonc23)C1 (stereo unspecified)	3	6	19	4	-1.0	2	1	12	0
39	CCn1cc([C@@H]2C[C@H]3CN(Cc4cccc(Cl)c4)C(=O)[C@]34CCCN24)c(C)n1	-2	9	-1	0	0.7	9	0	3	-1
40	CCCC(c1nnnn1Cc1cccs1)N1CCN(c2nc3ccccc3s2)CC1 (stereo unspecified)	3	13	2	-14	-1.4	36	-7	-6	-3
41	COc1ccc(C(CNC(=O)c2oc3cc(Br)ccc3c2C)N2CCCCC2)cc1 (stereo unspecified)	23	35	30	4	2.4	42*	-5	18	1
42	O=C(N/N=C/c1ccc(O)c(O)c1)c1cccc(S(=O)(=O)N2CCCCC2)c1	1	4	8	-7	-1.5	10	-1	11	-1
43	CC1=[N+]([O-])C(C)(C)C(C)N(O)C1=O (stereo unspecified)	3	-3	4	1	-0.6	-14	1	7	-4
44	CCOc1ccc(C(=O)COC(=O)CN2C(=O)NC3(CCCCC3C)C2=O)cc1 (stereo unspecified)	8	12	16	0	1.2	18	-4	10	-1
45	CCC1(C(=O)OC)NC(c2ccco2)C2C(=O)N(c3ccccc3)C(=O)C21 (stereo unspecified)	-3	-2	6	0	-1.0	9	-5	0	-3
46	COc1cc(-c2csc(C)n2)ccc1O	5	-9	11	0	0.7	20	-1	7	0
47	CCNC(=S)Nc1cccc(F)c1C	-2	22	-3	-1	-1.1	5	-2	4	4
48	O=[N+]([O-])c1cccc(/C=N/N2CCN(c3ccccn3)CC2)c1	16	-56	-1	0	-0.5	-37	-4	11	0
49	NS(=O)(=O)c1ccc(N=Nc2c(O)ccc3ccccc23)cc1	-38	18	17	-2	-0.5	33	6	15	0
50	COc1cccc(/C=N/NC(=O)c2ccc(=O)n(C)c2)c1OC	8	9	2	-5	1.5	9	-4	-7	-1
51	Cc1nc2sc3c(c2c(=O)n1N)CCC3	-3	-5	-4	1	-1.1	-16	-2	5	1
52	Cc1ccccc1NC(=O)CSC1=C(C#N)C(c2ccsc2)CC(=O)N1 (stereo unspecified)	4	-11	13	0	-0.3	0	-2	2	-3
53	O=C(c1ccccc1)N1CCc2ccccc21	14	-3	1	1	-8.6	4	-2	11	-2
54	COc1cccc(/C=C(/C(=O)OCC(N)=O)c2ccccc2)c1	-12	17	11	0	-2.6	14	-2	16	0
55	CCOC(=O)c1csc(NC(=O)CSc2nnnn2CC)n1	-3	3	15	-2	-0.7	12	0	4	0
56	O=C(OCC(=O)N1CCCCCC1)c1ccc[nH]c1=O	15	-1	8	0	-3.8	4	-1	-1	1
57	NC1=NC(=O)/C(=C\c2ccco2)S1	-14	-4	7	-4	2.4	-3	-3	-8	0
58	CN1CCN(c2nc3c(c(=O)n(C)c(=O)n3C)n2CC(=O)C23CC4CC(CC(C4)C2)C3)CC1	14	-1	-2	2	1.9	7	1	8	0
59	Nn1c(COc2ccccc2)nnc1SCc1cc(=O)[nH]c2ccccc12	-13	-10	1	-14	2.0	-19	1	8	-3
60	O=C1[C@H]2CC3CCC2(O3)[C@@H]2OCCCN12 (stereo partly specified)	-2	-6	-6	0	-0.1	-19	-1	-1	-3
61	COc1ccc(C(C)=O)cc1COc1ccc(-n2cnnn2)cc1	4	-11	2	-3	0.0	16	0	13	-3
62	O=C(NCCCn1ccnc1)/C(=C\c1cccnc1)NC(=O)c1cccc(Br)c1	10	-3	6	-6	-0.2	1	3	8	0
63	c1ccc(-n2c(-c3ccco3)nnc2-c2ccco2)cc1	11	0	3	-4	0.2	1	-1	28	-2
64	NC(=O)Cn1cnc2c(nnn2-c2cccc(Cl)c2)c1=O	2	-4	-10	-1	2.2	2	1	3	-1
65	O=C(O)c1cc(NS(=O)(=O)c2ccc(N3CCOCC3)c([N+](=O)[O-])c2)cc(C(=O)O)c1	22	6	4	3	-0.4	12	-5	8	-1
66	CCOC(=O)C1C(=O)CC(C)(O)C(C(=O)OCC)C1c1cccc(OC(F)(F)C(F)F)c1 (stereo unspecified)	4	25	19	0	-0.5	36	-3	5	-1
67	CCOc1ccc(C(=O)NC2CC3CCCC(C2)N3CC(C)C)cc1 (stereo unspecified)	17	1	-2	-1	-0.6	4	-4	10	2
68	Cc1ccc2nc(N3C(=O)C(O)=C(C(=O)c4cc5ccccc5o4)C3c3cccs3)sc2c1 (stereo unspecified)	6	24	29	-1	3.5	16	-5	11	-6
69	CCOc1ccccc1Nc1nnc(SCc2ccc(C(=O)OC)o2)s1	5	14	40	-1	3.1	40	-4	28	-1
70	CCOc1ccc(C(CC(=O)O)NC(=O)C(CC)c2ccccc2)cc1 (stereo unspecified)	-1	3	0	-1	-0.4	-4	-1	6	2

# An excerpt from above in order of their number in MPTP block, lowest first:
no. | compound | MPTP block
63 | c1ccc(-n2c(-c3ccco3)nnc2-c2ccco2)cc1 | 0.2
64 | NC(=O)Cn1cnc2c(nnn2-c2cccc(Cl)c2)c1=O | 2.2
69 | CCOc1ccccc1Nc1nnc(SCc2ccc(C(=O)OC)o2)s1 | 3.1
